HSF1 inh = HSF1 inhibitors in luciferase reporter cells, primary screen, cell-based, NIH3T3, luminescence; NIH3T3-HGL HSE-luciferase, MG132-induced, luminescence 8 h; active compounds read low; activity change, negative = inhibition, % at 7.5 µM (by protocol); hit rate 0.77% among 300,000; AID 2098, 2009;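 active = more than half of replicate wells show activity change below -50%, luminescence cut by over half; inconclusive = some wells, but at most half, below -50%; inactive = no replicate well below -50%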;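 also: luciferase reports HSF-1 transcriptional activity via heat shock element; 0% = median of DMSO wells and -100% = zero luminescence signal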
HIF act = HIF pathway transcriptional activators, primary screen, cell-based, U2OS HRE-luciferase, luminescence; U2OS HRE-luciferase reporter; normalized: DMSO 0%, desferrioxamine 100%; activation, % at 7.5 µM (by protocol); hit rate 0.32% among 300,000;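 active = mean activation of at least 10% of the iron chelator positive control signal, with at least half of replicates also reaching 10%; inconclusive = mean and replicate majority disagree about reaching 10%; inactive = mean and most replicates under 10%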
AI-2 QS modul = Vibrio harveyi AI-2 quorum sensing modulators, primary screen, JMH597 strain, luminescence/OD600 ratio; Vibrio harveyi JMH597 AI-2 luminescence/OD600 ratio, 9 h; active compounds read low; strain lacks LuxN and CqsS sensors; 0 = neutral-control median; activity change, % at 7.5 µM; hit rate 0.4% among 300,000; in the data active = activity change below about -75%, passing the limit was not always enough; inconclusive = no clear call, values can overlap the other calls;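 also: luminescence divided by OD600 gain over 9 h not by final OD600 alone; inactives centre near 13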
KLF5 inhibitor = KLF5 expression inhibitors, primary screen, DLD-1 cells, luminescence | DLD-1 KLF5 promoter-luciferase reporter | inhibition, % at 5 µM | hit rate 0.23% among 290,000;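 active = inhibition above a per-plate limit of that plate's mean compound inhibition plus 3 SD, cut at about 60% in these data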;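 also: 0% = DMSO wells and 100% = LY294002 at 200 µM; higher means less KLF5 promoter-driven luciferase light; inactives centre near -14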
aSyn 5UTR inh = MLPCN primary screen, SNCA 5' untranslated region | AID 1813, 2009 | alpha-synuclein 5'UTR reporter, inhibitor activity | inhibition, % (tested at 7.5 µM) | hit rate 0.82% among 300,000; in the data active = inhibition above about 60%; inconclusive = no clear call, values can overlap the other calls;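 also: H4 neuroglioblastoma cells stably carrying SNCA 5'UTR luciferase fusion; 0% = DMSO wells and 100% = positive control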
Platelet DG rel = inhibitors of platelet dense granule secretion, primary screen, cell-based, MLPCN, human platelets | human platelet-rich plasma, SFLLRN dense granule ATP release, luminescence | inhibition, %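 (compounds screened at 7.5 µM in platelet-rich plasma)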 | hit rate 0.22% among 300,000 | AID 1663, 2009;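 active = mean replicate score, as percent of positive control, at or above 50; inconclusive = mean below 50 but at least one replicate at or above 50; inactive = mean and every replicate below 50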
IEC-6 cytotox = cytotoxicity in IEC-6 intestinal epithelial cells, primary screen, cytotoxicity control for KLF5 inhibitor project, cell-based, luminescence. IEC-6 cytotoxicity, luminescence viability. inhibition, % at 5 µM. hit rate 0.78% among 290,000. AID 1825, 2009; in the data active = inhibition above about 22%;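 also: 0% = plate median of test compound wells and 100% = cytotoxic reference compound wells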
HSP90 refold inh = HSP90 inhibitors, primary screen, cell lysate, luminescence | AID 1789, 2009 | Rabbit reticulocyte lysate, luciferase refolding luminescence, 3 h | Heat shock protein HSP 90 (rabbit reticulocyte lysate; luciferase refolding) | inhibition, % at 5.6 µM | hit rate 0.91% among 290,000;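 active = inhibition above the screen-wide mean plus 3 SD, computed separately per campaign, cut at about 16% in these data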;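 also: 0% = DMSO wells and 100% = 60 µM geldanamycin wells; inhibitors lower the luminescence because luciferase stays unfolded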
HSF-1 act = HSF-1 activators, primary screen, NIH3T3-HGL cells, MG132 stress, luminescence, single point. AID 504408, 2011. NIH3T3-HGL HSF-1 luciferase reporter, 8 h; 100% = twice DMSO control signal. hit rate 1.7% among 300,000. activation, % at 9 µM;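 active = mean replicate activation of at least 50% with a set share of replicates each reaching 50%; inconclusive = only one of those two conditions met; inactive = mean below 50% and too few replicates reaching it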;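 also: 0% = median of the neutral control wells and 100% = twice that signal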
HDAC3 inhib = HDAC3 deacetylase inhibitors, primary screen, biochemical, fluorescence, cell-free homogeneous. Histone deacetylase 3 (Homo sapiens), O15379. recombinant HDAC3, fluorogenic peptide/trypsin coupled. inhibition, % at 8.3 µM. hit rate 0.15% among 320,000; in the data active = inhibition above about 26%, passing the limit was not always enough; inconclusive = no clear call, values can overlap the other calls
Target sequence (O15379 whole entry, looked up): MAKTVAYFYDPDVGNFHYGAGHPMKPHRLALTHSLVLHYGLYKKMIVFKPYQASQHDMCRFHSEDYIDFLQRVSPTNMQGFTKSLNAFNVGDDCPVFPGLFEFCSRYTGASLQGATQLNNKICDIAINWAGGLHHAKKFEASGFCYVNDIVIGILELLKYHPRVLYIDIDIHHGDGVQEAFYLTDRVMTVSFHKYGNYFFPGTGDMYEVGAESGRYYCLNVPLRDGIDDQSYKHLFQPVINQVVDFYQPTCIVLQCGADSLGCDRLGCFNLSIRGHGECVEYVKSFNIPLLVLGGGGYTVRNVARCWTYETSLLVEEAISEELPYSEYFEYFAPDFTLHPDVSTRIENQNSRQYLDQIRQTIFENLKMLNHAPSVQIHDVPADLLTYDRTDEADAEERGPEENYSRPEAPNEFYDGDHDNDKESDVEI
Starred values were filed as active, the others as inactive; ? = inconclusive; / = no result given.

SMILES	HSF1 inh	HIF act	AI-2 QS modul	KLF5 inhibitor	aSyn 5UTR inh	Platelet DG rel	IEC-6 cytotox	HSP90 refold inh	HSF-1 act	HDAC3 inhib
O=C(CN(C(=O)c1ccccc1Cl)C1CCCCC1)Nc1ccc(Cl)c([N+](=O)[O-])c1	23	-0.9	21	-12	-4	3	1	-4	?	3
O=C(Nc1nnc(SCc2ccc(F)cc2)s1)C1Cc2ccccc2CN1C(=O)c1ccco1 (stereo not drawn)	2	0.1	10	-22	11	-5	0	0	-6	6
Cc1c(N2C(=O)/C(=C\c3ccccc3O)SC2=S)c(=O)n(-c2ccccc2)n1C	-5	0.3	-20	7	-6	10	6	3	-12	0
CCCc1nnc(SCC(=O)Nc2ccc(C(=O)OCC)cc2)o1	0	0.7	8	-36	-39	-3	-5	1	13	-4
CCN(CC(=O)Nc1cccc(OC)c1)CC(=O)Nc1ccc(C)cc1Cl	3	0.2	21	-1	-1	-4	1	5	14	-8
OCCC1CN(Cc2ccc(Oc3ncccn3)cc2)CCN1Cc1ccc(F)c(F)c1 (stereo not drawn)	-3	0.7	14	2	-1	-1	5	0	11	/
CCC(=O)N1CCc2cc(OC)c(OC)cc2C1COc1ccc(F)cc1 (stereo not drawn)	11	0.2	21	-28	27	/	-1	0	1	-3
Cc1ccc2c(c1)N(C(=O)CCC(=O)NCCCN(C)Cc1ccccc1)CCO2	-2	0.1	21	-18	-3	0	0	-4	-13	-1
O/N=C1\CC2(Cc3nonc31)OCCO2	-10	0.4	3	-24	14	1	-8	-3	4	0
Cc1nc(Nc2ccc(C(=O)O)cc2)sc1-c1ccccc1	-5	-0.5	8	-220	-1	-1	4	34*	10	5
Cc1ccsc1C(=O)OCC(=O)NCCC1=CCCCC1	15	4.2	19	-22	-81	5	-2	1	12	4
[O-]/[N+](=C/c1ccco1)c1ccccc1	4	0.8	13	-55	-21	2	-9	14	2	2
CN(Cc1ncc[nH]1)Cc1cn(-c2ccccc2)nc1-c1ccc2c(c1)OCO2	-3	0.1	-1	-4	3	-2	-3	3	2	-5
COc1ccc(C(=O)Cc2cc(OC)c(OC)cc2C(=O)c2ccccc2F)cc1OC	16	1.5	23	3	6	-8	1	-1	5	/
CCOC(=O)N1CCN(C(=O)CSc2ccc(-c3ccc(OC)cc3)nn2)CC1	11	0.7	37	-10	-23	-4	-2	-1	6	-4
COCCN1C(=O)c2ccc(C(=O)NCc3cccnc3)cc2C1=O	6	-0.2	-1	-17	27	11	-1	1	-1	0
Cc1cccc(OC(=O)c2cncc(Br)c2)c1	-9	0.0	-16	-7	3	4	-5	4	4	-2
O=C(O)C1CCCN1S(=O)(=O)c1cccc2nsnc12 (stereo not drawn)	7	-0.1	17	-2	4	-5	8	2	4	-4
CNC(=S)N(CCc1c(C)[nH]c2ccc(C)cc12)Cc1cccnc1	1	0.0	0	-28	-8	-15	7	-4	12	-10
C/C(=N/NC(=O)CNc1ccc(Cl)cc1C)c1ccc(C)cc1	8	-0.1	12	-5	-5	0	1	0	15	-6
CCOC(=O)NC(=O)CSc1nnnn1-c1ccccc1	0	-0.4	-2	-40	25	10	4	2	0	0
CN1CCN(C2CC(=O)N(CCc3ccccc3)C2=O)CC1 (stereo not drawn)	-2	-0.5	24	-17	2	-2	-4	3	2	4
Cc1ccc(CNC(=S)NCc2ccncc2)cc1	/	/	-38	10	/	11	-1	4	/	-1
O=C(Nc1cccc(C(=O)O)c1)/C(=C\c1ccc(F)cc1)NC(=O)c1ccco1	-4	0.2	13	-11	-20	6	-1	-2	3	-3
CC(C)(C)c1ccc(C(=O)Nc2sc3c(c2C(=O)O)CCC3)cc1	-26	-2.7	22	78*	95*	1	6	2	-34	2
COc1ccc(Cl)cc1NC(=O)C(C)N1CCc2ccccc21 (stereo not drawn)	-6	-0.7	8	-19	8	-1	3	-4	0	11
COc1ccccc1C1=NC(c2ccccc2)CN1c1ccccc1 (stereo not drawn)	1	-0.6	13	-42	8	3	-4	-1	9	2
Cn1c(Cl)nc2c1c(=O)n(Cc1cccc(Br)c1)c(=O)n2C	-12	0.0	19	-2	6	-9	2	3	-25	1
Cc1ccc(C)c(NC(=O)CSc2nnc(C3CCCCC3)o2)c1	15	-0.1	11	-14	-14	4	-2	2	18	0
COc1cc(NC(=O)CN2CCN(S(=O)(=O)c3ccc(C(C)C)cc3)CC2)cc(OC)c1	/	/	/	-7	/	/	-5	-3	/	10
COc1ccc(OCC(=O)Nc2cc3c(cc2C(=O)O)OCCCO3)cc1	-3	-0.5	6	-8	-2	-21	-1	1	30	0
CCc1c(C)sc(NC(=O)c2ccoc2C)c1C(N)=O	4	0.5	18	-13	-54	0	-9	-4	-9	10
CCc1ncc(C(O)c2cccc3ccccc23)n1C (stereo not drawn)	-4	-0.1	8	-14	-2	8	-1	0	-6	-1
O=C(CNC(=S)NC(=O)c1ccccc1Br)c1ccccc1	-7	0.0	3	-21	2	1	-1	6	2	-4
CC(C)=C1C2CCC1C1C(=O)N(NC(=O)c3ccco3)C(=O)C21 (stereo not drawn)	-9	-0.5	12	2	13	4	-8	-1	-4	3
CCOc1ccccc1NC(=O)c1cc(S(=O)(=O)NCc2ccco2)ccc1F	2	0.0	8	-25	-2	-7	3	1	12	-4
COc1ccc2c(c1)c1c3n2CCN(C)C3=NCC1	1	0.0	9	8	-9	-1	2	1	-19	-10
Cc1snc(SCc2cccc(Cl)c2)c1C#N	3	0.7	3	18	-7	6	1	2	-1	3
CC(Sc1nc2ccccc2[nH]1)C(=O)NC1CCCCC1C (stereo not drawn)	1	-0.2	4	-36	-1	-7	-3	3	-8	0
O=S(=O)(NC1CCCCC1N1CCN(c2ccc(F)cc2)CC1)c1ccccc1 (stereo not drawn)	1	-0.1	-33	-44	-22	-7	-6	6	-7	2
CCc1ccc2oc(C(=O)N3CCN(C)CC3)cc(=O)c2c1	-6	1.2	8	-19	0	0	2	0	15	0
CCOc1ccc(NC(=O)COc2ccc(S(=O)(=O)N3CCCC3)cc2)cc1	-9	-2.1	19	-4	10	1	2	-1	-15	-1
Cc1ccc(NC(=O)CN(C)C(=O)CSc2nc(C)cc(C)n2)cc1	3	-0.5	2	/	4	-38	/	/	15	-1
COc1ccc(C2CC(=O)Oc3c(C(CCN4CCCCC4)c4ccc(N(C)C)cc4)c(OC)cc(OC)c32)cc1 (stereo not drawn)	-2	0.7	12	/	-3	1	/	/	-3	-4
Cc1ccc(C)c2[nH]c(=O)c(CN(Cc3ccco3)S(=O)(=O)c3ccc4c(c3)OCCO4)cc12	-17	-0.4	1	5	21	0	3	8	-26	8
COc1ccccc1-c1cc(C(=O)N2CCCc3ccccc32)no1	10	0.3	2	-20	-44	1	1	-2	13	-8
CCn1c(SCc2nc3ccccc3c(=O)[nH]2)nnc1-c1cccnc1	0	0.0	4	-5	7	-1	0	0	25	-2
COc1ccccc1N1CN(Cc2ccccc2)CNC1=S	3	0.5	25	-8	5	6	-7	-2	4	-8
Cc1ccc(C2CC(c3ccc(C)cc3)n3nc(N)nc3N2)cc1 (stereo not drawn)	-12	0.0	3	-23	-14	0	-2	-1	-18	-2
CCC(=O)OCc1cc(=O)oc2ccc3ccccc3c12	1	0.0	20	-17	10	1	-7	-2	2	-87
CC(C)N(C)C1CCN(C(=O)Nc2ccc(Cl)cc2)CC1	5	0.3	4	3	-5	2	1	2	5	-2
COc1ccc(OC)c(NC(=O)c2ccccc2OC(C)=O)c1	2	-0.5	-8	/	-69	4	/	/	0	5
COc1cccc(C(=O)N2CCN(c3ccc(N4CCOCC4)nn3)CC2)c1	1	-0.1	-1	/	-9	15	/	/	13	/
Cc1cc(C)nc(NC2=NCC(=O)N2CCc2c[nH]c3ccccc23)n1	-2	0.0	12	-21	13	14	1	-1	4	-2
COc1ccc(Cc2nnc(SCC(=O)N(C)c3ccccc3)o2)cc1	0	0.1	20	-22	14	-3	-7	-5	-8	-5
CC(C)(C)c1ccc(C(=O)N2CCN(C(=O)C3CCCCC3)CC2)cc1	-2	-0.1	18	-27	34	-1	-3	0	-9	-7
O=C1CCCN1c1ccc(Br)cc1	-9	-0.1	18	4	-12	-2	1	3	-12	-11
O=C(CCCSc1nc(-c2ccco2)cc(C(F)(F)F)n1)NCc1cccs1	22	-0.6	24	-33	13	2	1	2	35	10
CC(=O)N(C)c1ccc(NC(=S)Nc2cccc3ccccc23)cc1	9	1.4	7	-76	-168	-25	8	2	-10	-8
CCc1ccccc1C1C(=O)c2ccccc2C1=O	-2	0.1	19	/	5	-10	/	/	-2	1
Remaining list, next part.
SMILES	HSF1 inh	HIF act	AI-2 QS modul	KLF5 inhibitor	aSyn 5UTR inh	Platelet DG rel	IEC-6 cytotox	HSP90 refold inh	HSF-1 act	HDAC3 inhib
COc1cc(/C=C(\C#N)c2nnc(N3CCOCC3)n2-c2ccccc2)ccc1O	-1	-0.1	16	-25	5	-1	-4	-2	-20	5
O=C(OCC(=O)N1CCN(C(=O)c2ccco2)CC1)c1ccccc1NCCO	-3	-5.6	30	/	-27	3	/	/	-4	-38
CCCC1S/C(=N/N=C/c2ccc(OC)cc2)N(Cc2ccc(OC)cc2)C1=O (stereo not drawn)	-5	1.0	22	-20	-37	1	-6	2	-16	-5
Cc1ccc(C(=O)CCC(=O)Nc2cccc(C(F)(F)F)c2)cc1	2	-0.2	14	-2	5	?	2	2	-5	-1
Cc1cc(C)c2nc(-c3cccc(Cl)c3)c(C)c(C(=O)N3CCOCC3)c2c1	7	-0.4	-12	5	14	-6	0	7	10	9
Cc1ccc(S(=O)(=O)C(C#N)c2nc3ccccc3nc2OC(C)C)cc1 (stereo not drawn)	11	-0.6	21	2	4	-6	-1	3	11	3
Cn1ccsc1=NC(=O)c1ccc(=O)[nH]c1	-5	0.3	16	-22	-4	13	-1	0	-4	13
CCCn1c(C(O)c2cc(OC)c(OC)c(OC)c2)nc2ccccc21 (stereo not drawn)	-1	1.4	41	-33	-1	-2	3	0	-1	0
CC1CCN(C(=O)c2[nH]cnc2C(=O)N[C@@H](Cc2ccccc2)C(=O)OC(C)(C)C)CC1	3	-1.6	15	-19	17	-2	0	1	-3	5
CCc1ccc(NC(=O)C2CCCN2S(=O)(=O)c2ccc3c(c2)n(C)c(=O)c(=O)n3C)cc1 (stereo not drawn)	-3	-0.4	17	7	27	5	-5	-2	-20	-2

Source: PubChem BioAssay (several laboratories)
